TAAR1 antagonist = antagonists of human TAAR1; CHO RD-HGA16 TAAR1, Fluo-8 calcium fluorescence, antagonist; 360,000 tested, 1.5% active; AID 624466; Q96RJ0; inhibition, % at 3 µM;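 active = inhibition above a per-plate cutoff, the mean inhibition of test compounds on that plate plus 3 SD, cut at about 49% in these data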;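 note: 0% = DMSO plus EC80 beta-PEA response and 100% = DMSO alone without agonist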
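Test system: RD-HGA16 CHO cells with stable hTAAR1 and Gα16 / Probe or stimulus: EC80 β-phenethylamine stimulus / Times: seeding 17-24 h prior, 75-min 37 °C, 30-min RT dye loading / Detection: Fluo-8 calcium-sensitive fluorescence / Read-out basis: % inhibition scaled between DMSO and EC80 PEA controls / Repeats: singlicate, one well per test compound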
OXTR agonist = activates the human oxytocin receptor. AID 2435. 320,000 tested, 0.32% active. CHO-OTR cells, Fluo-8 calcium fluorescence; normalized: DMSO 0%, oxytocin 100%. activation, % at 3 µM. P30559;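 active = activation above the mean of all tested compounds plus 3 SD, cutoff set per screening run, cut at about 20% in these data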;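 note: peak over basal fluorescence ratio from a 100 s FLIPR kinetic read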
V1R ag counter = counter-screen for oxytocin receptor agonists: human V1a receptor agonists; P37288; CHO-V1R cells, Fluo-8 calcium fluorescence, agonist mode; 0% DMSO, 100% 3 nM vasopressin; activation, % at 3 µM; 320,000 tested, 0.25% active; AID 2797;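 active = activation above the mean activation of all tested compounds plus 3 SD, per screening run, cut at about 20% in these data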;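 note: signal is peak over basal fluorescence ratio across a 100 second FLIPR read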
Target sequence (P37288 whole entry, looked up): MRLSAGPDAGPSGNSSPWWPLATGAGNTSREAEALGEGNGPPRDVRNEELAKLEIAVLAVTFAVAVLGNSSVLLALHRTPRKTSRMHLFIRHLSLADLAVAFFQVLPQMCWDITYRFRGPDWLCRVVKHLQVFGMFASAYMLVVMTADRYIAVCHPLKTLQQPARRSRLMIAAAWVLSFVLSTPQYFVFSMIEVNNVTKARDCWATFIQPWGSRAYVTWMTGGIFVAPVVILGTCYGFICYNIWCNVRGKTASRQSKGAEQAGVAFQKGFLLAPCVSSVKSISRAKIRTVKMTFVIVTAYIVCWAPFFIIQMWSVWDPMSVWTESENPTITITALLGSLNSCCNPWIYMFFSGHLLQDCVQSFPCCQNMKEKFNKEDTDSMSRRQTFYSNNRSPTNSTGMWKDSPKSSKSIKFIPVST
M1 antag = blocks human M1 muscarinic receptor; P11229; CHO-K1 hM1, Fluo-8 calcium fluorescence, ACh EC80 antagonist; inhibition, % at 3 µM; 360,000 tested, 1.3% active; AID 588852;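 active = percent inhibition above its own plate's cutoff, namely the mean of that plate's compound wells plus 3 SD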;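 note: peak over basal fluorescence ratio during 140 s after agonist addition; 0% = ACh EC80 plus DMSO and 100% = DMSO alone without agonist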
Target sequence (P11229 whole entry, looked up): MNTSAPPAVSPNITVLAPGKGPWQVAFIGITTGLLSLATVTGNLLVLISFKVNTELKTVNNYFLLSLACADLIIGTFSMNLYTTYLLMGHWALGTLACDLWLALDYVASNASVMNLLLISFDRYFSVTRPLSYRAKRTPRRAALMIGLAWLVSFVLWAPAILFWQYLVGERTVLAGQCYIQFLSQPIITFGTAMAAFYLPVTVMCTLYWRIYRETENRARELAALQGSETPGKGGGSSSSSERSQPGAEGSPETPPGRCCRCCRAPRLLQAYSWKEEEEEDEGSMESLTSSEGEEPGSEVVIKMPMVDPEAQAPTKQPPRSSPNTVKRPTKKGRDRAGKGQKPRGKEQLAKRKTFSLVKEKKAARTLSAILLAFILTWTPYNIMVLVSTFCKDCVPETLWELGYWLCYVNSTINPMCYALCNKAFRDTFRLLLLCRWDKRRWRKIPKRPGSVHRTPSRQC
TAAR1 agonist = human TAAR1 agonism; CHO RD-HGA16 TAAR1, Fluo-8 calcium fluorescence; vehicle wells 0%, saturating PEA agonist 100%; activation, % at 3 µM; 360,000 tested, 0.99% active; AID 624467;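 active = activation above the mean activation of all test compounds in the run plus 3 SD, cut at about 38% in these data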
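System: CHO RD-HGA16 cells carrying human TAAR1 plus Gα16; Incubation: 17-24 h seeding, 75 min 37 °C dye, 30 min RT; Measured by: Fluo-8 fluorescence, 5 s baseline then 140 s kinetic read; Control set: DMSO and PEA EC100; Replication: single well for each compound.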
CHRM1 PAM = positive allosteric modulators of human M1 muscarinic receptor. P11229. CHO-K1 hM1, Fluo-8 calcium fluorescence, ACh EC20; 0% = ACh EC20, 100% = maximal ACh. activation, % at 3 µM. 360,000 tested, 0.088% active. AID 588819; in the data active = activation above about 19%, passing the limit was not always enough
OXTR potentiator = potentiators of human oxytocin receptor; P30559; CHO-OTR cells, Fluo-8 calcium fluorescence, potentiator mode; 0% = oxytocin EC15, 100% = EC100; activation, % at 3 µM; 320,000 tested, 0.061% active; AID 2445;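 active = activation above that plate's cutoff, the mean activation of tested compounds plus 3 SD, cut at about 6.6% in these data, passing the limit was not always enough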;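 note: 100% uses oxytocin at 75 nM as the full agonist control; some results filed as inactive read as strong as hits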
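Assay system: CHO cell line stably expressing human OTR | Also added: Oxytocin at about EC15, sub-maximal agonist stimulus | Times: Compound 6 min at room temperature before oxytocin, 100 s read | Measured by: Fluo-8 intracellular calcium fluorescence, ex 470-495, em 515-575 nm | Controls: EC15 oxytocin alone as 0%, 75 nM oxytocin as 100%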
CHRM1 agonist = agonists of human M1 muscarinic receptor. CHO-K1 hM1, Fluo-8 calcium fluorescence, agonist mode; 0% DMSO, 100% acetylcholine EC100. activation, % at 3 µM. P11229. 360,000 tested, 0.33% active;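 active = activation above the run's mean compound activation plus 3 SD, cut at about 16% in these data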;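 note: peak over basal fluorescence ratio within a 140 s kinetic read after compound addition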
CHO parental Ca = counter-screen for OX1R antagonists: effect in parental CHO cells. 330,000 tested, 0.63% active. AID 463079. inhibition, % at 5.6 µM. parental CHO-K1, ATP-induced calcium, Fluo-8 fluorescence;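 active = inhibition above that plate's mean sample inhibition plus 3 SD, cut at about 26% in these data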;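 note: 0% = ATP-challenged DMSO wells and 100% = DMSO wells without ATP; some compounds past the cut are filed as inactive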
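Assay system – parental CHO cells · Reagent – ATP stimulus · Detection – intracellular calcium via Fluo-8 no-wash fluorescent dye · Evaluation – percent inhibition of ATP-evoked calcium rise, normalized to controls · Controls – ATP wells versus no-ATP DMSO wells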
Numbers without * were called inactive; nt = no result given.

SMILES	TAAR1 antagonist	OXTR agonist	V1R ag counter	M1 antag	TAAR1 agonist	CHRM1 PAM	OXTR potentiator	CHRM1 agonist	CHO parental Ca
Cc1cc(C(=O)CSc2nnnn2C)c(C)n1C1CC1	2	0.5	0.2	-3	0	6	-10	-5	-7
COc1ccc(CNC(=O)C(CCSC)NC(=O)c2ccco2)cc1 (stereo not drawn)	-11	0.5	-0.1	-1	7	6	-6	-4	-2
O=C(c1ccc2snnc2c1)N1CCN(c2ccccc2)CC1	-22	-1.2	-1.1	2	18	0	-26	-2	-8
O=C(C1=C[C@@H](c2ccc(Br)cc2)C[C@@H](OCc2ccc(CO)cc2)O1)N1CCN(Cc2ccccc2)CC1	nt	-0.6	1.5	8	nt	-4	-8	-5	-4
C[C@H]1CCC[C@]2(O[C@@H](CCO)C[C@H](O)[C@H]2O)O1	-3	0.0	0.0	-9	13	4	-4	-2	6
O=C(NC1CC2CCCC(C1)N2C(=S)Nc1ccccc1)C1CC1 (stereo not drawn)	-11	0.3	-0.1	-7	2	5	-7	-10	-8
CCC(C)NCC(O)(c1ccc(Cl)cc1)c1ccc(Cl)cc1 (stereo not drawn)	4	3.2	0.2	-1	18	-16	-15	-15	-38
Cc1cc(NC(=O)CSCC(=O)Nc2cccc(S(=O)(=O)N3CCCCCC3)c2)no1	-25	-0.5	0.3	-9	2	9	-1	-1	-3
CC1(C)CC2CC(C)(CN2C(=O)c2cc(-c3ccccc3)on2)C1 (stereo not drawn)	-16	-2.7	-0.8	-3	19	3	-15	-5	-42
COc1ccc(-c2nn[nH]n2)cc1OC	-4	0.8	0.4	-6	7	3	-5	-3	9
Cc1cc(C)c(S(=O)(=O)N2CCCCC2)cc1N(C)S(=O)(=O)c1ccc(Cl)cc1	22	-1.4	0.2	-26	18	6	-10	2	-16
Cc1ccc(NC(=O)Cn2nc(C)c3ccccc3c2=O)cc1F	3	-1.9	-0.6	-8	5	5	-8	-4	-20
COc1cc(NC(=O)Cc2cccc3ccccc23)c(C(=O)O)cc1OC	-8	-0.4	0.7	-12	2	3	-3	-3	12
Cc1cccc(C(=O)N2CCCC(N3CCN(c4ccc(F)cc4)CC3)C2)n1 (stereo not drawn)	-21	0.7	1.0	-8	1	4	-5	-4	-11
CCn1c(SCC(=O)Nc2cc(F)ccc2C)nnc1-c1ccccc1O	9	7.7	4.1	-13	8	2	-9	-2	-11

Profiles, looked up by structure:
CC1(C)CC2CC(C)(CN2C(=O)c2cc(-c3ccccc3)on2)C1 (stereo not drawn) is entered as TAAR1 antagonist = -16; OXTR agonist = -2.7; V1R ag counter = -0.8; M1 antag = -3; TAAR1 agonist = 19; CHRM1 PAM = 3; OXTR potentiator = -15; CHRM1 agonist = -5; CHO parental Ca = -42
O=C(C1=C[C@@H](c2ccc(Br)cc2)C[C@@H](OCc2ccc(CO)cc2)O1)N1CCN(Cc2ccccc2)CC1 is entered as TAAR1 antagonist = nt; OXTR agonist = -0.6; V1R ag counter = 1.5; M1 antag = 8; TAAR1 agonist = nt; CHRM1 PAM = -4; OXTR potentiator = -8; CHRM1 agonist = -5; CHO parental Ca = -4

Later entries
SMILES	TAAR1 antagonist	OXTR agonist	V1R ag counter	M1 antag	TAAR1 agonist	CHRM1 PAM	OXTR potentiator	CHRM1 agonist	CHO parental Ca
CCOCCCNC(=O)C(NC(=O)CNC(=O)c1ccccc1)c1ccc(OC)cc1 (stereo not drawn)	-6	-0.2	-0.4	-8	2	7	-1	-5	-14
O=C(CCCCCn1c(=S)[nH]c2ccc(Br)cc2c1=O)NCC1CCCO1 (stereo not drawn)	38	-0.3	1.4	-4	12	4	-5	-4	-17
COc1cc(C)ccc1OCC(=O)NCC1CCCO1 (stereo not drawn)	-13	6.0	0.0	-18	4	6	-3	-1	-13
C=CCn1cnc2c(NCc3ccccc3)ncnc21	-9	0.8	1.0	-41	8	9	0	1	-2
COc1cc(C(=O)Nc2ccc(NC(=O)c3ccco3)nc2)cc(OC)c1OC	20	-1.1	0.5	-26	8	6	-12	-1	-16
COc1cccc(-c2sc3ccccc3c2-c2ccc(OCCN3CCCCC3)cc2)c1	nt	5.8	2.9	0	nt	12	6	-3	5
O=C(NCCCSc1ccccc1)c1ccc(=O)[nH]c1	-11	-0.2	0.0	-2	2	1	-12	-3	0
COc1cc(C(=O)OCC(=O)c2cc(C)n(C)c2C)cc(NC(=O)c2ccco2)c1OC	22	0.0	2.5	-10	8	11	-3	-4	-15
Cc1cc(Sc2nccn2C)ncc1[N+](=O)[O-]	11	-0.5	-0.2	-5	1	10	-8	-8	-4
Cc1ccc(C(C)C)c(OCCCNCc2cccnc2)c1	-10	1.1	1.9	21	15	-31	-4	-14	-29
COCCNc1nc(N2CCCCC2)c2cnn(C)c2n1	-40	0.1	0.2	-14	6	7	0	-2	8
Cc1ncc(CO)c2c1Oc1nc(-c3ccccc3)nc(SCC(=O)N(C)c3ccccc3)c1C2	62*	0.8	3.1	nt	8	nt	-13	nt	-13
CCOc1cccc(NC(=O)CSc2nncn2N)c1	-30	0.1	-0.5	-4	7	4	-6	-2	-4
O=C(CC(O)(C(F)(F)F)C(F)(F)F)Nc1ccc(Cl)c(Cl)c1	16	13	10	41*	12	-12	-21	2	73*
Cc1ccc(-c2noc(CCC(=O)N3CCCc4ccccc43)n2)cc1	19	1.5	0.4	-2	7	-1	-11	-3	-16

3 compounds from above, sorted by their value in M1 antag, low to high.
Compound,M1 antag
COc1cc(C(=O)Nc2ccc(NC(=O)c3ccco3)nc2)cc(OC)c1OC,-26
COCCNc1nc(N2CCCCC2)c2cnn(C)c2n1,-14
O=C(NCCCSc1ccccc1)c1ccc(=O)[nH]c1,-2

Next section
SMILES	TAAR1 antagonist	OXTR agonist	V1R ag counter	M1 antag	TAAR1 agonist	CHRM1 PAM	OXTR potentiator	CHRM1 agonist	CHO parental Ca
CC(C)Oc1cc(F)ccc1-c1cc(C(=O)NCc2ccccn2)[nH]n1	1	nt	nt	-6	1	1	nt	-6	nt
CCN1CCN(c2ccc(NC(=O)c3ccc(Cl)c(S(=O)(=O)N4CCCC4)c3)cc2)CC1	-9	nt	nt	99*	5	-26	nt	-7	nt
O=C(CSc1nc(Nc2ccccc2)nc(N2CCOCC2)n1)Nc1cc(Cl)ccc1O	6	nt	nt	6	5	-1	nt	-2	nt
CC(=O)Nc1ccccc1OCC(=O)c1ccc2c(c1)OCO2	3	3.2	2.0	-6	2	4	-4	-1	-8
Cc1ccc2c(c1)C(N1CCCC1=O)CC(c1ccco1)N2 (stereo not drawn)	-13	-1.7	-1.8	-4	3	8	-13	5	-22
CCNCc1cc(Cl)c(OCc2ccccc2)c(OCC)c1	18	7.2	2.7	-1	2	1	-12	-7	-13
COCOc1cc(O)c(C(=O)/C=C/c2ccc(OCOC)c(OCOC)c2)c(OCOC)c1	nt	-1.1	1.3	-3	nt	2	-6	-2	-19
CCOC(=O)c1ccc([N+](=O)[O-])c(CS(=O)(=O)c2ccc(Cl)cc2)c1	25	2.8	4.4	1	2	-1	-21	-4	-5
CCOC(=O)c1nn(-c2cccc(OC)c2)c(-c2ccccc2)c1C(=O)c1ccccc1	56*	-2.2	0.2	15	0	-6	-1	-3	-15
O=C(O)c1ccc(N/N=C/C=C/c2ccccc2)cc1	4	8.4	3.9	0	57*	1	-19	1	-9
COc1cccc(CCC(=O)N(C)C2CCCN(Cc3ccccc3F)C2)c1 (stereo not drawn)	10	-0.2	0.5	3	2	5	0	-9	-25
CCCCn1c(SCC(=O)NC2CC2)nc2cc(C(=O)OC)ccc2c1=O	-28	nt	nt	-10	2	9	nt	-5	nt
O=C(Nc1ccc(Cl)c(Cl)c1)Nc1nnc(-c2ccncc2)s1	-1	1.4	2.0	-7	1	5	0	-4	0
COc1ccc(Cl)cc1NC(=O)CN(C)C(=O)c1cc2c(s1)CCC(C)C2 (stereo not drawn)	-10	0.3	-0.3	3	3	-3	-2	-1	-18
CCOC(CCn1c(SCC(=O)Nc2cc(C)on2)nc2ccccc2c1=O)OCC	-5	-1.9	-0.5	-3	2	14	-7	-1	-17
CCCCOC(=O)c1cc(=O)[nH]c(=O)[nH]1	0	1.3	0.8	-14	1	13	-5	0	9
CCOc1ncccc1C(=O)NCCN1C(=O)S/C(=C/c2cccs2)C1=O	0	-0.4	4.2	-3	11	5	-6	-3	-12
Cc1cc(Nc2ccc3c(c2)OCCO3)c2cc(Cl)ccc2n1	-28	-2.0	-1.7	-3	-1	-3	-7	-13	-50

Rewritten in CSV form: part of the list above
molecule,TAAR1 antagonist,OXTR agonist,V1R ag counter,M1 antag,TAAR1 agonist,CHRM1 PAM,OXTR potentiator,CHRM1 agonist,CHO parental Ca
COc1cc(NC(=O)Cc2cccc3ccccc23)c(C(=O)O)cc1OC,-8,-0.4,0.7,-12,2,3,-3,-3,12
Cc1cccc(C(=O)N2CCCC(N3CCN(c4ccc(F)cc4)CC3)C2)n1 (stereo not drawn),-21,0.7,1.0,-8,1,4,-5,-4,-11
CCn1c(SCC(=O)Nc2cc(F)ccc2C)nnc1-c1ccccc1O,9,7.7,4.1,-13,8,2,-9,-2,-11
CCOCCCNC(=O)C(NC(=O)CNC(=O)c1ccccc1)c1ccc(OC)cc1 (stereo not drawn),-6,-0.2,-0.4,-8,2,7,-1,-5,-14

4 compounds from above, reduced to TAAR1 antagonist, TAAR1 agonist and CHRM1 agonist:
compound,TAAR1 antagonist,TAAR1 agonist,CHRM1 agonist
CC(=O)Nc1ccccc1OCC(=O)c1ccc2c(c1)OCO2,3,2,-1
Cc1ccc2c(c1)C(N1CCCC1=O)CC(c1ccco1)N2 (stereo not drawn),-13,3,5
CCNCc1cc(Cl)c(OCc2ccccc2)c(OCC)c1,18,2,-7
COCOc1cc(O)c(C(=O)/C=C/c2ccc(OCOC)c(OCOC)c2)c(OCOC)c1,nt,nt,-2

Assay outcomes from PubChem.
